TexasRed fluor: alters Texas Red total fluorescence, flagging assay interference. TRb/SRC2 Texas Red total fluorescence interference. Potency, µM (series often up to 106 µM), without a hit: at the top dose fluorescence change, negative = quenching. actives 0.29% (n = 280,000). AID 1479; active = well fitted curve in either direction with a large enough effect; inconclusive = small, poorly fitted or top-dose-only effect; note: % is set by controls: 0 for no effect and ±100 for the full control effect
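Human TRβ ligand-binding domain (0.6 uM) and Texas Red SRC2 peptide (20 nM) in Tris buffer with 1 uM T3 and 5% DMSO were incubated with pinned compound for 5 hr at ambient temperature. Total fluorescence was computed as S + 2P (555/632 nm).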
HTT cytoprotect: cytoprotection in Huntington HTT-Q103 PC12 cell model. Potency, µM (series often up to 56.4 µM), inactives show cytoprotection (ATP increase), most hits filed as activators. actives 0.14% (n = 230,000). PC12 HTT-Q103 induced, cytoprotection, ATP luminescence, 40 h. AID 1471;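 note: % of control where 0% means no effect; nearly all actives have a fitted effect of over 45% in size; toxic huntingtin expression switched on by the ecdysone agonist tebufenozide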
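PC12 cells stably carrying ecdysone-inducible Htt exon 1 (Q103)–GFP were induced with 100 nM tebufenozide (final) alongside library compounds in a dose series. Cytoprotection was scored as retained ATP by ATPlite luminescence.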
RECQ1 helicase: blocks DNA unwinding by human RECQ1; P46063; RECQ1 DNA unwinding, red fluorescence kinetic read; Potency, µM (doses to about 57.3 µM), without a hit: top-dose activity, negative = inhibition, most hits filed as inhibitors; actives 0.54% (n = 240,000);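 note: plate controls were vehicle for no effect and no enzyme for full effect; nearly all actives have a fitted effect of over 30% in size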
Target sequence (P46063 whole entry, looked up): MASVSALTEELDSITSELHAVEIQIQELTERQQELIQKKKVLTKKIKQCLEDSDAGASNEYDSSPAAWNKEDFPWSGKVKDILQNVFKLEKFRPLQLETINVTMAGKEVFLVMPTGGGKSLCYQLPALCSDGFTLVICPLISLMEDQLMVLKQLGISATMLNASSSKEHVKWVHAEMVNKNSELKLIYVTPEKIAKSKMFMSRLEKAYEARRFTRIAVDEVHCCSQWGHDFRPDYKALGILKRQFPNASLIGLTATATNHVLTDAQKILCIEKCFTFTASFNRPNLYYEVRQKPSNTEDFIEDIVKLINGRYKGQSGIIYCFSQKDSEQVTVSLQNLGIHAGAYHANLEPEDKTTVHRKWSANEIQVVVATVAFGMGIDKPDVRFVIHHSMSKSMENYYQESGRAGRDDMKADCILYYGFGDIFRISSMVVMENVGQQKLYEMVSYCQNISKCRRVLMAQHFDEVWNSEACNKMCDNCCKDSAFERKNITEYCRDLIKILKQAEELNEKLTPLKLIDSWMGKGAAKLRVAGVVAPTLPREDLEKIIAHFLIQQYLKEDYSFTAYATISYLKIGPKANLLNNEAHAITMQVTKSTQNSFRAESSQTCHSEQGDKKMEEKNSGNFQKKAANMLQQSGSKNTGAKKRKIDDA
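50 nM RECQ1T1 preincubated 15 min with compound in Tris pH 8.0 buffer with MgCl2, DTT, Tween-20 and 2.5 ug/ml poly(dI-dC); started with 200 nM TAMRA/BHQ-2 forked duplex and 2 mM ATP. Unwinding read as fluorescence (525/598 nm), two reads 2 h apart.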
TRb-SRC2 inh: TRbeta-SRC2 interaction inhibition | TRbeta-SRC2 peptide binding, fluorescence polarization; receptor liganded with 1 µM T3 | AID 1469 | Potency, µM (titrated, usually from 106 µM), inactives show top-dose activity change, negative = inhibition, usual class: inhibitors | P10828 | actives 0.065% (n = 280,000);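 note: plate controls were bound peptide for no effect and peptide without receptor for full effect; nearly all actives have a fitted effect of over 50% in size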
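Assay buffer: 20 mM Tris-HCl, 100 mM NaCl, 10% glycerol, 1 mM EDTA, 0.01% NP-40, 1 mM DTT, 1 uM T3, 5% DMSO; TRb LBD 0.6 uM, Texas Red SRC2 20 nM; FP after 5 hr.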
Tau fibril FP: tau fibrillization inhibition (FP); K18 P301L tau heparin fibrillization, Alexa594 FP, 6 h; Potency, µM (series often up to 57.7 µM), inactives show top-dose activity, negative = inhibition, usual class: inhibitors; actives 0.39% (n = 280,000); note: % is set by controls: 0 for no effect and ±100 for the full control effect; nearly all actives have a fitted effect of over 55% in size
Target sequence (P10636 561-689 P618L limits assumed): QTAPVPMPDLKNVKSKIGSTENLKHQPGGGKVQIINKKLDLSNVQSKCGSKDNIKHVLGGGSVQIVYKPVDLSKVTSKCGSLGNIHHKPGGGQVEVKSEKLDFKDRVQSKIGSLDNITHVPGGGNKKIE
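K18 P301L tau (15 uM unlabeled/0.24 uM Alexa 594-labeled, final) + compound + heparin 20 uM final; 100 mM NaOAc pH 7; 6 hr 37 C; ThT 30 uM final added, 1 hr RT; FP ex 555/em 632 nm.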
L3MBTL1 inh: inhibitors of human L3MBTL1; Potency, µM (titrated, usually from 57.1 µM), inactives show at the top dose activity, negative = inhibition, usual class: inhibitors; AlphaScreen L3MBTL1–H3K9me1 peptide binding; AID 485360; actives 0.66% (n = 230,000); Q9Y468; note: % is set by controls: 0 for no effect and ±100 for the full control effect; nearly all actives have a fitted effect of over 60% in size
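Read-out is AlphaScreen signal from streptavidin donor and nickel chelate acceptor beads (10 ug/mL final each) bridging L3MBTL1 (50 nM) and biotinylated K9-monomethylated H3(1-15) peptide (75 nM), after 30 min compound exposure at room temperature.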
Tau fluor counter: counter-screen for tau fibril formation inhibitors. tau K18 P301L Alexa594 fluorescence, heparin fibrillization. Potency, µM (doses to about 57.7 µM), without a hit: at the highest dose activity change, negative = decrease. actives 0.93% (n = 280,000). AID 1463; note: % is set by controls: 0 for no effect and ±100 for the full control effect; nearly all actives have a fitted effect of over 55% in size
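Human tau K18 P301L (15 uM unlabeled, 0.24 uM Alexa 594-labeled) in 100 mM sodium acetate pH 7 with 20 uM heparin, 6 hr at 37 C. ThT 30 uM added, 1 hr ambient; Alexa 594 FP and total fluorescence read at 555/632 nm.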
Tau fibril ThT: blocks human tau fibril formation measured by thioflavin T. recombinant tau K18 P301L (four-repeat tau fragment), heparin-induced fibrillization, ThT fluorescence. Potency, µM (series often up to 57.4 µM), inactives show at the highest dose activity, negative = inhibition, usual class: inhibitors. actives 2.1% (n = 270,000); note: % is set by controls: 0 for no effect and ±100 for the full control effect; nearly all actives have a fitted effect of over 55% in size
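Tau K18 P301L fragment (15 uM unlabeled plus 0.24 uM Alexa 594-labeled) in 100 mM sodium acetate pH 7 with compound, fibrillization induced by 20 uM heparin for 6 hr at 37 C. Thioflavin T (30 uM) added, fluorescence read after 1 hr (ex 450, em 510 nm).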
* = called active by the depositor; i = inactive; ? = inconclusive; · = no result given; & = joins results of further samples; [ ] = dose if it differs, or a comment. Unless noted, calls come from the whole dose curve; as a rule, active = well fitted curve in the direction sought with a large enough effect; inconclusive = small, poorly fitted or top-dose-only effect, or another doubt; inactive = no such curve, though single readings can be large; an effect the other way counts as inactive or inconclusive. Potency is the fitted concentration of half-maximal effect. Only part of the results is shown; the hit share may differ from the screen's.

SMILES	TexasRed fluor	HTT cytoprotect	RECQ1 helicase	TRb-SRC2 inh	Tau fibril FP	L3MBTL1 inh	Tau fluor counter	Tau fibril ThT
CCC(C)n1c(O)c(C(c2ccccn2)c2c(O)n(C(C)CC)c(=S)[nH]c2=O)c(=O)[nH]c1=S (configuration not stated)	0%	-1%[10 µM]	-12%	-3%	?	-10%	-18%	?
COc1ccc(NC(=O)N2CCC3(CC2)OCCO3)cc1OC	3%	·	i	-3%	4%	9%	-8%	-10%
Cn1c(O)c(C(c2ccccn2)c2c(O)n(C)c(=S)n(C)c2=O)c(=O)n(C)c1=S	-1%	9%	-11%	2%	-5%	-1%	-13%	?
O=C1CN=C(c2ccc(Cl)cc2)c2oc3ccccc3c2N1	-4%	11%[10 µM]	i	-4%	7%	-5%	6%	8%
Cc1ccc(S(=O)(=O)c2nnn3c2nc(N2CCC(C(N)=O)CC2)c2cc(Cl)ccc23)cc1C	?	·	·	-6%	-4%	·	?	?
CN(N)N=Nc1nc2c([nH]1)c(=O)n(C)c(=O)n2C	2%	-2%[10 µM]	-2%	-1%	-16%	2%	-2%	?
O=C(CN1CCCCC1)c1ccc(F)cc1	0%	-2%[10 µM]	-5%	2%	-1%	2%	4%	-4%
C=CC[n+]1c(-c2ccc(C)cc2)csc1Nc1c(C)n(C)n(-c2ccccc2)c1=O	0%	5%[10 µM]	-10%	-3%	7%	?	1%	-3%
Brc1cccc(-c2ccccc2)c1	-1%	-32%[inhibitor]	-1%	11%	·	·	·	·
CCOC(=O)C(NS(=O)(=O)c1ccc(C)cc1)(C(F)(F)F)P(=O)(OCC(C)C)OCC(C)C (configuration not stated)	4%	-15%[10 µM]	-1%	-7%	?	3%	-7%	?
CC(=NCCC(c1ccccc1)c1ccccc1)c1c(O)n(C)c(=O)n(C)c1=O	1%	7%[10 µM]	0%	-10%	-2%	-13%	-18%	-10%
CCOC(=O)CSCCOc1ccc(C=C2C(=O)NC(=O)NC2=O)cc1OC	0%	-30%	0%	8%	?	-15%	-6%	?
Cc1cccc(N2CCN(CCc3ccccc3)CC2)c1C	2%	21%	-4%	10%	8%	-3%	-6%	-2%
O=C(Nc1ccccc1)N(Cc1ccc2c(c1)OCO2)C1CCN(Cc2ccccc2)CC1	10%	·	·	1%	1%	·	-2%	5%
O=C(C(=O)N1CCOCC1)c1cn(Cc2ccc(F)cc2)c2ccccc12	-4%	15%[10 µM]	-2%	-9%	-8%	·	-28%	·
COC1=CC(=O)OC(/C=C/c2ccccc2)C1 (configuration not stated)	-3%&-1%	-39%[inhibitor]	-14%&17%	2%&7%	7%&1%	1%	-10%&-6%	?
O=C1NC(=O)N(Cc2ccccc2)C(=O)/C1=C/c1cnn(-c2ccccc2)c1	-4%	-42%[inhibitor]	1%	2%	-2%	·	-10%	?
O=C(O)Cn1cc(/C=C2\C(=O)NC(=O)N(Cc3ccco3)C2=O)c2ccccc21	-18%	-3%[10 µM]	14µM*	15%	-13%	5µM*	-12%	?
O=C(N/N=C/c1c(O)n(CCc2ccccc2)c(=O)[nH]c1=O)c1ccncc1	-12%	17%[10 µM]	-6%	4%	2%	-18%	-9%	?
CCN(CC)C(=O)N[C@@H]1C=C2c3cccc4[nH]cc(c34)C[C@H]2N(C)C1	2%	?	?	1%	-5%	·	-26%	?
CC1(C)C(O)CC(O)[C@]2(C)C1CC(O)[C@]1(C)C2CC[C@@]2(C)C(c3ccoc3)OC(=O)C3O[C@]312 (some centres not stated)	-2%	4%	i	4%	-5%	·	-8%	-4%
CC1CCCC(C2(O)C(=O)Nc3ccccc32)C1=O (configuration not stated)	-1%	-5%	i	-14%	0%	10%[11.4 µM]	6%	0%
CCOP(=O)(OCC)c1ccc(O)cc1	3%	-36%	-5%	-4%	-3%	·	-10%	-1%
CCOC(=O)c1cccc(NC2c3ccccc3C(=O)N2Cc2ccco2)c1 (configuration not stated)	0%	10%[10 µM]	-4%	-1%	0%	-6%	-12%	?
CC(=O)c1cn(Cc2ccccc2C#N)c2ccccc12	-3%	23%[10 µM]	-13%	-7%	1%	-5%	-5%	2%

Compound profiles, as listed above. Order of values: TexasRed fluor, HTT cytoprotect, RECQ1 helicase, TRb-SRC2 inh, Tau fibril FP, L3MBTL1 inh, Tau fluor counter, Tau fibril ThT
Listed for `CCOP(=O)(OCC)c1ccc(O)cc1` : 3%, -36%, -5%, -4%, -3%, ·, -10%, -1%
Listed for `COC1=CC(=O)OC(/C=C/c2ccccc2)C1` (configuration not stated) : -3%&-1%, -39%[inhibitor], -14%&17%, 2%&7%, 7%&1%, 1%, -10%&-6%, ?
Listed for `Cn1c(O)c(C(c2ccccn2)c2c(O)n(C)c(=S)n(C)c2=O)c(=O)n(C)c1=S` : -1%, 9%, -11%, 2%, -5%, -1%, -13%, ?
Listed for `C=CC[n+]1c(-c2ccc(C)cc2)csc1Nc1c(C)n(C)n(-c2ccccc2)c1=O` : 0%, 5%[10 µM], -10%, -3%, 7%, ?, 1%, -3%
Listed for `O=C1CN=C(c2ccc(Cl)cc2)c2oc3ccccc3c2N1` : -4%, 11%[10 µM], i, -4%, 7%, -5%, 6%, 8%

More compounds follow.
SMILES	TexasRed fluor	HTT cytoprotect	RECQ1 helicase	TRb-SRC2 inh	Tau fibril FP	L3MBTL1 inh	Tau fluor counter	Tau fibril ThT
Cc1nnc(SCc2nc3ccccc3c(=O)n2-c2ccccc2Cl)n1N	-1%	-7%	-4%	-4%	-4%	7%	-1%	-12%
O=[N+]([O-])c1cc(F)c(N2CCCCCC2)cc1N1CCNCC1	1%	10%	i	2%	-1%	0%	-9%	?
Fc1c(F)c(F)c(N2CCNCC2)c(F)c1F	4%	11%[10 µM]	-2%	3%	-3%	-1%	1%	-1%
O=C(Nc1ccc(Cl)cc1C(=O)c1ccccc1)c1ccco1	0%	-13%	i	2%	-7%	-11%	-17%	-4%
CCOc1ccc(NCc2cccn2-c2nnc(N3CCC(C(=O)NCc4ccc(C)cc4)CC3)s2)cc1	?	·	·	-6%	5%	·	?	?
CCN(CC)CC(O)c1ccc(C2CCCC2)cc1 (configuration not stated)	6%	·	-1%	-1%	-6%	-8%	-7%	-7%
COc1ccc(N2CCN(Cc3nc4c(c(=O)[nH]c(=O)n4C)n3Cc3ccc(Cl)cc3)CC2)cc1	-3%	·	·	-1%	9%	·	?	?
CCOc1ccccc1N=C1SCCCN1C	-3%	13%[10 µM]	-3%	3%	-4%	-3%	3%	5%
CC1(C)C2CC=C(CN3CCOCC3)C1C2 (configuration not stated)	3%	13%	13%	1%	-6%	2%	-5%	-8%
C=CCN1C[C@H](C)N([C@H](c2ccc(C(=O)N(CC)CC)cc2)c2cccc(O)c2)C[C@H]1C	-2%	-22%	0%	-2%	-3%	·	-7%	-11%
COc1ccc2c(c1)c(C(=O)O)c(C)n2C(C)C	0%	23%[10 µM]	-3%	6%	2%	-6%	-5%	-9%
Cc1nn(Cc2ccc(Cl)cc2Cl)c(Cl)c1C(=O)O	-3%	16%	-4%	0%	6%	2%	6%	4%
Cc1ccc(N/N=C/c2c(O)n(-c3ccccc3)c(=O)[nH]c2=O)cc1	-4%	-33%[inhibitor]	-3%	-8%	?	·	?	16µM*
Cc1ncc(CN2CCCC(C(=O)c3cccc(OC(C)C)c3)C2)s1 (configuration not stated)	-2%[53 µM]	-1%[10 µM]	i	5%[53 µM]	-10%	-11%	-9%	-3%
CC(C)(O)C1C2OC(=O)C1[C@]1(O)CC3O[C@@]34C(=O)OC2[C@@]14C (some centres not stated)	-3%	11%	-2%	-14%	-8%	·	-7%	-6%
CN1C(=O)C(=Cc2ccc(-c3cccc(Cl)c3)o2)C(=O)N(C)C1=O	-5%	·	-1%	1%	-4%	-8%	-25%	?
COc1ccc(-n2[nH]c3c4c(ncc3c2=O)CCCCC4)cc1	-2%	-47%[inhibitor]	-1%	-5%	?	·	-17%	?
Cn1c(=O)cc(OCC(=O)N2CCN(C3CCCCC3)CC2)c2ccccc21	1%	4%	-15%	9%	3%	6%	-5%	-15%
CCC(C)N1C(=O)/C(=C\c2cc3c4c(c2)CCCN4CCC3)C(=O)NC1=S (configuration not stated)	-1%	·	7%	-8%	-12%	-26%	-13%	?
O=C1NCCN2CCCC12 (configuration not stated)	0%	-4%	-10%	-5%	-4%	4%	-7%	-15%
Clc1ccc2nc3c(c(-c4ccccc4)c2c1)CNCC3	0%	5%[10 µM]	-4%	-6%	0%	9%	-14%	?
CN1C[C@H](C(=O)N[C@]2(C)O[C@@]3(O)C4CCCN4C(=O)[C@H](Cc4ccccc4)N3C2=O)C[C@@H]2c3cccc4[nH]cc(c34)C[C@H]21 (some centres not stated)	-7%&-1%&-2%	13%[1.9 µM]	-5%&17%	0%&2%&0%	4%&12%&8%	·	13µM*[quencher]	?
CCN(CC)P(=O)(c1nccn1C)N(CC)CC	-1%	-26%	1%	4%	4%	16%	7%	-1%
O=c1[nH]c(=S)n(CCC2=CCCCC2)c(O)c1/C=N/N1CCOCC1	-3%	-3%[10 µM]	-18%	-2%	-5%	-5%	-17%	-11%
CC1(C)C(C=C(Cl)Cl)C1C(=O)OCc1cccc(Oc2ccccc2)c1 (configuration not stated)	-3%	?	i	-3%	-13%	55%[activator]	-2%	-5%
Cn1cc(C(=O)NP(=O)(N2CCOCC2)N2CCOCC2)c2ccccc21	-1%	-22%	-8%	-6%	5%	-15%	-1%	-2%
C=CCn1c(=O)c(C=Nc2cccnc2Cl)c(O)n(CCCC)c1=O	-2%	-11%[10 µM]	i	6%	2%	0%	-5%	-14%
Cc1c(C(=O)N2CCC3(CC2)OCCO3)oc2ccc(S(=O)(=O)N3CCCCC3)cc12	1%	·	-9%	-1%	4%	-2%	-12%	-11%
CCN(CC)c1ccc(NC(=O)c2cccc(C)c2)cc1S(=O)(=O)Nc1ccccc1OC	5%	2%[10 µM]	-11%	-7%	-14%	1%	-29%	?

Screens: PubChem BioAssay, National Center for Advancing Translational Sciences (NCATS)
